Assay outcomes: PubChem, Broad Institute
EWS-Fli block: EWS/Fli transcriptional activity inhibition | A673 NR0B1-luciferase reporter, viability-normalised | inhibition, % at 12.6 µM | 350,000 compounds, 0.67% hits;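 active means mean inhibition of at least 50% after viability correction, with every replicate also passing that limit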;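 further: firefly luciferase signal divided by Alamar Blue viability fluorescence both relative to DMSO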
PAX8 inh HTS: inhibitors of PAX8 transcriptional activity in RMG-I cells; RMG-I TPO-luciferase reporter, SteadyGlo, 24 h; inhibition, % at 12.6 µM; 360,000 compounds, 1.2% hits; AID 652154;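 active means mean replicate inhibition at least 60% with every replicate also reaching 60%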;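 further: luciferase light reporting Pax8 driven TPO promoter activity; plate controls were median of neutral control wells for no effect and mitoxantrone controls for full effect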
Cneo AK release: Cryptococcus neoformans lysis via adenylate kinase release. 360,000 compounds, 0.2% hits. lysis activity, % at 15 µM. AID 651654. C. neoformans lysis, adenylate kinase release luminescence, 4 h; normalised: neutral wells 0, clomiphene wells 100;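 active means mean lysis activity across replicates of at least 80%, whatever share of replicates individually reach that level; inactive means mean lysis activity below 80%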
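Material – Cryptococcus neoformans yeast cells · Quantity – 5 × 10^6 yeast cells/mL · Buffer or medium – YPD medium · Compound – single dose · Timing – 4 h static compound exposure, 37 °C, read 1 h post-reagent · Signal – adenylate kinase release luminescence · Read-out basis – lysis from increased AK signal · Benchmarks – Clomiphene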
CASP6 VEID inh: caspase-6 (human) enzyme inhibition. inhibition, % at 12.5 µM. 350,000 compounds, 0.53% hits. purified caspase-6, Z-VEID-R110 cleavage fluorescence. AID 686996. P55212;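 active means mean inhibition across replicates at least about 35%, with every replicate also reaching that limit, limit read from the data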;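 further: 0% = median of neutral control wells and 100% = no fluorescence left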
Target sequence (P55212 24-179 limits assumed): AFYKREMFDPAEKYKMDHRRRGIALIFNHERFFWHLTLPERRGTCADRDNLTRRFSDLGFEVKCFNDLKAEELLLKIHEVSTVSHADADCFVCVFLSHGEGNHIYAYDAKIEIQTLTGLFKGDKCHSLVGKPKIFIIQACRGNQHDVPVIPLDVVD
Target sequence (P55212 194-293 limits assumed): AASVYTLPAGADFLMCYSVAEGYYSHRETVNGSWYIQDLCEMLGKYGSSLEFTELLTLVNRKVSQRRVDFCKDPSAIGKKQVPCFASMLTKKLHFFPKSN
miR122 inh: miR-122 inhibition in Huh7 cells | Huh7 miR-122 Renilla luciferase sensor, 48 h; neutral wells = 0, positive control = 100 | activation (reporter increase), % at 12.5 µM | 340,000 compounds, 0.3% hits | AID 602342;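 active means mean replicate activation score at least 90 and every replicate individually at or above 90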;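 further: higher luciferase means less miR-122 activity so hits act as miR-122 inhibitors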
LGR2 antag: inhibitors of bursicon-induced Drosophila LGR2 receptor cAMP signaling; HEK293 LGR2, CRE-luciferase, bursicon-stimulated, 4 h; 380,000 compounds, 0.35% hits; inhibition, % at 9.99 µM;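 active means drop in luminescence signal, shown as inhibition above about 50% in the replicate tests, limit read from the data, passing the limit was not always enough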;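 further: agonist challenge used bursicon conditioned medium at about half maximal strength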
PGC1a acetyl inh: PGC1a acetylation modulation, inhibitor mode; inhibition, % at 15.6 µM; U2OS PGC1a acetylation, AlphaScreen anti-acetyl-lysine; with virally co-expressed GCN5 acetyltransferase; 350,000 compounds, 0.17% hits;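 active means every replicate shows inhibition of at least 40%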;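 further: 0% = neutral control wells and 100% = positive control wells; some results beyond the cut were filed as inactive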
FN deposition inh: fibronectin deposition inhibition | 350,000 compounds, 0.086% hits | AH1F fibroblasts, Alexa488-fibronectin deposition fluorescence, overnight | inhibition, % at 12.6 µM | AID 743247;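 active means mean inhibition across replicates of 30% or more, regardless of how many single replicates reach that level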;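 further: positive control wells lacked labelled fibronectin entirely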
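Material: AH1F fibroblast monolayer depositing Alexa488-labelled fibronectin into matrix | Input: 10000 AH1F cells/well | Medium: DMEM plus 2% serum, read in PBS | Reagent: Alexa488-fibronectin, 24 nM final in well | Compound dosing: One dose per compound, pinned | Schedule: 1 h adhesion, overnight exposure | Measured by: Fluorescence at 485 nm excitation, 525 nm emission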
An asterisk follows results filed as active; nt = not tested or not shown; & = joins results of further samples; [ ] = remark or other dose. Not a hit list, and some 2.5% of all compounds hit somewhere here.

Molecule,PAX8 inh HTS,Cneo AK release,CASP6 VEID inh,FN deposition inh,EWS-Fli block,LGR2 antag,miR122 inh,PGC1a acetyl inh
COc1ccc(S(=O)(=O)N2CCC(C(=O)NC(C)CCc3ccccc3)CC2)cc1 (centres undefined),3.8,-2.6,6.8,3.5,13.0,26.3,-2.7,nt
O=C1c2ccccc2C(=O)N1CCc1csc(-c2ccc(F)cc2)n1,9.9,-2.9,nt,9.5,nt,nt,-9.8,nt
CCCNC(=O)Nc1ccc2c(c1)C(=O)N(C)[C@H]1CC[C@H](CC(=O)NC3CCC3)O[C@@H]1CO2,-4.5,12.9,2.5,-28.1,-2.2,-2.3,4.4[16.7 µM],-3.2
COc1ccc(Cl)cc1CC=NNC(=O)c1ccncc1,-6.2,nt,-1.8,nt,4.1,-0.5,nt,nt
Cc1cccc(CC(=O)Nc2cc(C)c3c(=O)oc4ccccc4c3n2)c1,11.1,0.0,-0.4,-4.7,-1.7,8.3,0.2,-9.3
CCOC(=O)c1cnn(-c2nc(-c3cccc(F)c3)cs2)c1C(F)(F)F,nt,5.0,nt,6.3,nt,nt,-6.2,-5.2
C=CCN(C(=O)CNC(=O)c1cccs1)C(C(=O)NC(C)(C)C)c1ccccc1 (centres undefined),-6.2,nt,0.1,2.8,-2.4,-2.3,nt,nt
Cc1noc(C)c1CN(C(=S)NC1CC2CCC1C2)c1ccccc1 (centres undefined),-10.9,nt,1.3,8.2,-0.8,9.5,nt,nt
COc1ccc(CNS(=O)(=O)c2ccccc2Br)c(OC)c1,-10.2,nt,0.1,0.3,0.9,3.5,nt,nt
CCOC(=O)C1CCN(C(=O)CN(c2ccc(OC)cc2)S(=O)(=O)c2c(C)nn(C)c2C)CC1,-20.0,14.1,0.6,1.9,3.5,nt,nt,nt
CCN1C(=O)C(CC(=O)Nc2ccccc2)N(Cc2ccccn2)C1=S (centres undefined),5.0,nt,-0.9,-0.5,-8.3,3.3,28.7,0.8
CN1CCN(C(=O)C[C@@H]2C[C@@H]3c4cc(NC(=O)c5ccc6c(c5)OCO6)ccc4O[C@@H]3[C@@H](CO)O2)CC1,-11.3,-2.9,1.6,nt,-16.1,-3.5,0.5[16.7 µM],-1.4
COc1ccc(CCNC(=O)Oc2ccccc2)cc1OC,17.3,-1.0,9.3,2.9,4.5,18.3,-0.7,9.7
NC(=O)/C(=C\c1ccco1)NC(=O)c1ccco1,-37.8,2.1,6.3,4.3,2.9,-7.0,3.0,nt
CCc1ccc(NC(=O)c2cccnc2)cc1,-112.7,-0.7,nt,5.9,nt,nt,-2.9,-48.5
O=C1CC(c2ccc(O)c(O)c2)Oc2c1ccc(O)c2O (centres undefined),nt,-5.5,75.3*,nt,-3.8,31.7,-3.0,-7.1
C=CCNC(=S)Nc1nc2c(cc1C(=O)OCC)COC(C)(C)C2,-2.6,8.6,-1.9,7.1,-2.0,-4.5,3.8,6.5
Cn1cc(-c2ccc(Cl)cc2)cc(C#N)c1=O,9.9,nt,-0.4,-4.7,1.3,8.7,1.0,-9.9
COCCn1c(SCC(=O)NCCc2ccccc2)nnc1-c1ccco1,nt,1.5,nt,7.4,nt,-18.0,-4.4,-1.6
O=C1CN(C(=O)CSc2nc3c(cnn3-c3ccccc3)c(=O)[nH]2)c2ccccc2N1,21.0,0.0,6.1,1.6,2.3,-17.8,nt,nt
CCN1CCCC1CNS(=O)(=O)c1c(C)cc(C)cc1C (centres undefined),18.1,0.0,-11.5,8.1,1.3,17.8,17.0,nt
C=CCN(C(=O)c1csnn1)C(C(=O)NC1CCCC1)c1ccccc1 (centres undefined),0.1,1.0,2.2,6.3,-6.5,-0.9,nt,nt
Cn1c(=O)c2c(nc(Oc3ccc4ccccc4c3)n2C)n(C)c1=O,nt,-3.3,nt,6.3,nt,21.1,11.2,17.1
CCCNC(=O)Nc1ccc2c(c1)OC[C@H](C)N(S(C)(=O)=O)C[C@@H](C)[C@@H](OC)CN(C)C2=O,5.9,nt,-10.3,-1.7,nt,-9.4,nt,4.2
O=C(Nc1ccc(NC(=O)c2ccncc2)cc1)c1ccncc1,-8.9,nt,5.3,3.2,-1.1,-6.4,nt,nt
Clc1nc2ccccc2cc1/C=N/Nc1nc2ccccc2[nH]1,-74.9,nt,1.8,nt,-11.8,-60.4,nt,nt
O=C(CCc1nc2ccccc2c(=O)[nH]1)NCC(=O)Nc1ccc(F)c(F)c1,-6.0,-0.2,-2.4,-0.9,-4.1,0.9,-3.1,12.6
COc1ccccc1CN1C(=O)[C@@H]2C(CC(N)=O)NC3(C(=O)Nc4c3ccc(Cl)c4C)[C@@H]2C1=O (some centres undefined),15.7,5.4,nt,-8.3,nt,nt,-2.8,nt
O=C(c1ccccc1Cl)N1CCSCC1,6.5,4.7,-0.8,2.9,0.8,0.0,-2.7,-1.3
Cc1c(C)c2c(OCC(=O)NC3CC3)cc3c(c2oc1=O)CCC(C)(C)O3,nt,-0.7,-1.0,nt,6.1,-14.7,0.0,-10.7
COc1ccc(S(=O)(=O)N(CC(=O)O)c2ccccn2)cc1,-14.1,2.1,nt,-3.0,nt,nt,-7.5,24.7
CC(C)NC(=O)Nc1ccc2c(c1)C(=O)N([C@@H](C)CO)C[C@H](C)[C@H](CN(C)Cc1ccccc1)OCCCC[C@H](C)O2,1.2,51.0,-4.3,-1.1,-2.4,4.8,17.7[16.7 µM],0.8
COc1ccc(S(=O)(=O)N2CCOC2CNC(=O)C(=O)NCCCN2CCOCC2)cc1OC (centres undefined),-4.1,-0.9,-43.6,nt,nt,-3.1,3.0,-6.3
COc1ccc(S(=O)(=O)N(C)C[C@H]2OCCCC[C@@H](C)Oc3ccc(NC(=O)NC4CCCCC4)cc3C(=O)N([C@@H](C)CO)C[C@@H]2C)cc1,35.2,-2.1,-1.7,8.3,-4.5,12.8,3.0[16.7 µM],18.6
Cc1cc(C)cc(NC(=S)/C(=C(\[O-])c2ccc(Cl)s2)[n+]2cccc(C)c2)c1,20.1,nt,-2.5,-6.0,8.0,20.1,nt,nt
Cc1c(C(=O)O)sc2nc3n(c(=O)c12)CCC3,-7.0,-3.5,25.2,nt,9.8,0.2,0.5,6.1
Cc1cccc(NC(=O)C[C@H]2CC[C@H]3[C@@H](COc4ccc(NC(=O)C5CCC5)cc4C(=O)N3C)O2)c1,21.8,55.7,-3.6,8.6,13.2,5.4,2.4[16.7 µM],-7.8
O=C(COC(=O)c1cccc(OC(F)F)c1)NC(=O)NC1CCCCC1,-10.8,nt,15.7,3.6,-1.3,16.5,nt,nt
CCCS(=O)(=O)c1nc(S(=O)(=O)c2ccc(C)cc2)c(N2CCC3(CC2)OCCO3)s1,40.8,-4.5,0.4,-0.7,nt,-21.7,10.1,-7.2
CCNC(=O)/C(=C/c1cccc([N+](=O)[O-])c1)NC(=O)c1ccc(C)cc1,2.7,nt,4.3,8.1,15.4,11.7,-18.1,-8.0

Reformatted as labelled records: two of the compounds above
CCCS(=O)(=O)c1nc(S(=O)(=O)c2ccc(C)cc2)c(N2CCC3(CC2)OCCO3)s1
  PAX8 inh HTS = 40.8
  Cneo AK release = -4.5
  CASP6 VEID inh = 0.4
  FN deposition inh = -0.7
  EWS-Fli block = nt
  LGR2 antag = -21.7
  miR122 inh = 10.1
  PGC1a acetyl inh = -7.2
CCNC(=O)/C(=C/c1cccc([N+](=O)[O-])c1)NC(=O)c1ccc(C)cc1
  PAX8 inh HTS = 2.7
  Cneo AK release = nt
  CASP6 VEID inh = 4.3
  FN deposition inh = 8.1
  EWS-Fli block = 15.4
  LGR2 antag = 11.7
  miR122 inh = -18.1
  PGC1a acetyl inh = -8.0

(more compounds)
Molecule,PAX8 inh HTS,Cneo AK release,CASP6 VEID inh,FN deposition inh,EWS-Fli block,LGR2 antag,miR122 inh,PGC1a acetyl inh
Cc1noc(C)c1S(=O)(=O)Nc1ccc2c(c1)C(=O)N([C@@H](C)CO)C[C@@H](C)[C@@H](CN(C)Cc1ccc(C(=O)O)cc1)OCCCC[C@H](C)O2,-2.6,-0.3,-0.4,1.2,-7.9,-1.3,0.0[16.7 µM],-11.9
O=C(COC(=O)/C=C/c1ccc([N+](=O)[O-])cc1)NNC(=O)c1ccccc1,13.8,-0.5,1.8,-1.5,-5.7,9.9,2.3,0.0
COc1ccc(N=c2oc3cc(O)ccc3cc2C(=O)NCC2CCCO2)c(OC)c1 (centres undefined),-6.9,-2.4,nt,-6.4,nt,nt,5.6,-16.3
CC(=O)c1cccc(S(=O)(=O)N2CCC(c3nc4ccccc4[nH]3)CC2)c1,7.5,0.7,-1.0,-7.6,8.9,-45.3,-1.3,19.2
COC(=O)c1ccc2c(c1O)C(=O)c1ccccc1C2=O,nt,-1.5,nt,0.7,nt,nt,1.9,9.8
CC1CC1C(=O)OCC(=O)Nc1cccc(Br)c1 (centres undefined),4.4,nt,3.1,-0.4,-5.2,-18.0,-9.0,2.7
CC(=O)Nc1ccc2c(O)cc(S(=O)(=O)O)cc2c1,-2.4,1.5,34.8,2.7,1.0,-3.7,-6.5,4.8
CCOC(=O)C1=C(COC(=O)/C=C/c2ccco2)NC(=O)NC1C (centres undefined),-10.1,0.1,61.1*,-13.4,6.7,-18.2,-3.8,4.3
CC(Nc1nc(-c2ccccc2F)nc2ccccc12)c1ccccc1 (centres undefined),1.0,-5.4,0.0,-1.1,11.2,8.3,4.5,-15.3
C[C@H](CO)N1C[C@H](C)[C@@H](CN(C)C(=O)Nc2ccc(F)cc2)Oc2ccc(NS(C)(=O)=O)cc2C1=O,-8.6,7.2&0.0,-1.1&1.2,7.2,-1.4&-6.4,24.5&6.7,54.5[16.7 µM],-10.5&9.6
COc1cc(OC)cc(C(=O)NCC(=O)NCC(c2ccco2)N2CCCCC2)c1 (centres undefined),5.3,1.0,-2.9,-14.8,1.3,-5.6,-2.0,12.2
COc1ccc(/C=N/NC(=O)C2C(=O)NCC2c2ccccc2)c(OC)c1 (centres undefined),-2.1,1.9,-0.1,-5.2,-3.3,35.6,1.5,1.1
COc1ccc(C(=O)NCCc2nc3cc([N+](=O)[O-])ccc3n2C)cc1,21.3,nt,2.0,4.9,-2.7,19.6,nt,-2.7
O=C(CSc1ccc([N+](=O)[O-])cn1)Nc1ccc2[nH]c(=O)[nH]c2c1,-11.4,0.1,-3.7,10.9,-6.3,-16.9,-5.4,9.2
Nc1nonc1C(=O)N/N=C\c1cc2c(cc1Cl)OCO2,2.0,3.6,1.8,4.0,nt,-9.7,nt,nt

Given with each value named: entries from further up
structure: Nc1nonc1C(=O)N/N=C\c1cc2c(cc1Cl)OCO2
  PAX8 inh HTS: 2.0
  Cneo AK release: 3.6
  CASP6 VEID inh: 1.8
  FN deposition inh: 4.0
  EWS-Fli block: nt
  LGR2 antag: -9.7
  miR122 inh: nt
  PGC1a acetyl inh: nt

structure: C=CCN(C(=O)CNC(=O)c1cccs1)C(C(=O)NC(C)(C)C)c1ccccc1 (centres undefined)
  PAX8 inh HTS: -6.2
  Cneo AK release: nt
  CASP6 VEID inh: 0.1
  FN deposition inh: 2.8
  EWS-Fli block: -2.4
  LGR2 antag: -2.3
  miR122 inh: nt
  PGC1a acetyl inh: nt

structure: O=C(COC(=O)/C=C/c1ccc([N+](=O)[O-])cc1)NNC(=O)c1ccccc1
  PAX8 inh HTS: 13.8
  Cneo AK release: -0.5
  CASP6 VEID inh: 1.8
  FN deposition inh: -1.5
  EWS-Fli block: -5.7
  LGR2 antag: 9.9
  miR122 inh: 2.3
  PGC1a acetyl inh: 0.0
